Bioassay records as filed in PubChem BioAssay.
CAL PDZ FP-1 = blocks peptide binding to the human CAL PDZ domain; Q9HD26; AID 602252; inhibition, % at 24.9 µM; purified CAL PDZ, TMR-peptide fluorescence polarization, 1 h; actives 0.92% (n = 300,000);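 active means mean inhibition of at least 30% with at least half of replicates also reaching 30%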;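 further: 0% = DMSO neutral control and 100% = excess unlabeled competitor peptide PRC23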
SR-BI DiI-HDL act = activators of SR-BI mediated HDL lipid uptake; activation, % at 12.5 µM; CHO ldlA[mSR-BI] cells, DiI-HDL uptake fluorescence, 3 h; 100 = double the neutral-control signal; actives 0.096% (n = 320,000); AID 504775;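 active means mean replicate activation of at least 60% and every replicate at or above 60%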;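 further: 0% = median plate neutral-control signal and 100% = twice that signal; values of inactives mirror those of a sister screen read the other way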
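Test system: SR-BI-overexpressing, LDLR-lacking CHO cells. Measured by: DiI fluorescence, bottom read. Medium: Ham's F12 with 0.5% BSA, HEPES 25 mM, pH 7.4. Timing: 3 h uptake period with compound, 37 °C.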
SR-BI DiI inh = blocks mouse SR-BI lipid uptake from DiI-HDL. Q61009. ldlA[mSR-BI] CHO cells, DiI-HDL uptake fluorescence, 3 h. inhibition, % at 12.5 µM. actives 0.96% (n = 320,000). AID 488896;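 active means mean replicate inhibition of at least 70% and a set share of replicates each scoring 70 or more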;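 further: 0% = median of neutral control wells and 100% = median of positive control wells; values of inactives mirror those of a sister screen read the other way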
Target sequence (Q61009 whole entry, looked up): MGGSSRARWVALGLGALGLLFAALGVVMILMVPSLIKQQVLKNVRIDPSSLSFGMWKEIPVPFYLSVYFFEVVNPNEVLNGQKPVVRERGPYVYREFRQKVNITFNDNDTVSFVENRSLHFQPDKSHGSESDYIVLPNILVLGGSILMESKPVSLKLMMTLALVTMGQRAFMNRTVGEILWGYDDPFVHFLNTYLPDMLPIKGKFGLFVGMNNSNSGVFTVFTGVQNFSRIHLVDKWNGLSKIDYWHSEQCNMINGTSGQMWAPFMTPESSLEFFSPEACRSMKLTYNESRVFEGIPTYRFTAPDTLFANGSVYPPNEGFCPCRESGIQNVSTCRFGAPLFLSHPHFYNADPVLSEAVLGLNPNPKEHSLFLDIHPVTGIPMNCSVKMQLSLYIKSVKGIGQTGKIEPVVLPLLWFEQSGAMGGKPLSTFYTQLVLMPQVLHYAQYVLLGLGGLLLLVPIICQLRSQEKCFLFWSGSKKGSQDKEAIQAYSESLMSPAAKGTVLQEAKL
CAL PDZ FP-2 = human CAL PDZ-peptide interaction inhibition; purified CAL PDZ, TMR-peptide fluorescence polarization, 1 h; inhibition, % at 20 µM; actives 0.02% (n = 330,000); AID 504414;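 active means highest replicate inhibition of at least 40%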;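 further: plate controls were DMSO neutral control wells for no effect and unlabeled competitor peptide control wells for full effect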
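Material: tagged CAL PDZ protein CerCALP, purified; buffer or medium: sodium phosphate/NaCl buffer pH 7.4 with TCEP, IgG, Thesit; also added: fluorescent TMR peptide probe; schedule: 1 h incubation at room temperature before polarization reading; technique: fluorescence polarization from S- and P-plane intensities, G-factor corrected; control set: unlabelled peptide and DMSO controls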
Tat transport = E. coli Tat transport inhibition; E. coli MC4100 TorA-mCherry Tat export, fluorescence; inhibition, % at 10 µM; actives 0.036% (n = 340,000);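 active means mean replicate inhibition at least 50% and at least half of replicates individually reaching 50%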;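 further: exported cargo escapes ClpAP degradation while cytoplasmic cargo is degraded and loses fluorescence; 0% = median of neutral control wells and 100% = median of NaSCN control wells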
phage Ecoli inh = E. coli growth loss with phage present; growth absorbance; inhibition, % at 11.9 µM; actives 0.26% (n = 360,000); in the data active means inhibition above about 11%
AddAB inh = less growth of phage-infected E. coli with AddAB; inhibition, % at 11.9 µM; actives 0.29% (n = 330,000); E. coli expressing H. pylori AddAB, absorbance growth; AID 435030; in the data active means inhibition above about 12%;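 further: 0% = vehicle wells of infected cells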
Wnt act = activators of Wnt/beta-catenin signaling | Wnt/beta-catenin reporter cell assay, activator, plate reader | activation, % at 9.35 µM | actives 1.2% (n = 300,000); in the data active means activation above about 30%, passing the limit was not always enough;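 further: 0% = neutral control wells and 100% = positive control wells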
Ecoli viability = counter-screen for AddAB inhibitors: E. coli growth inhibition; actives 0.27% (n = 330,000); inhibition, % at 11.9 µM; AID 449728; E. coli V3065 growth, OD600 absorbance, 18 h;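 active means inhibition above the campaign's mean inhibition across all tested compounds plus 3 SD, cut at about 9.9% in these data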;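 further: uninfected addAB+ strain grown without phage in ampicillin broth; 0% = DMSO wells and 100% = ciprofloxacin 0.95 µg/ml wells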
MITF TRPM1 HTS = increases MITF-driven TRPM1 promoter luciferase signal; SK-MEL-5 TRPM1-promoter luciferase, 24 h; % of positive control, neutral wells = 0; activation, % at 12.5 µM; actives 0.75% (n = 300,000); AID 588334;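 active means mean activation of at least 80% with every replicate also reaching 80%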;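 further: 0% = neutral control wells and 100% = parthenolide positive control wells; values of inactives mirror those of a sister screen read the other way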
The depositor's hits bear a star; . = no result given.

SMILES	CAL PDZ FP-1	SR-BI DiI-HDL act	SR-BI DiI inh	CAL PDZ FP-2	Tat transport	phage Ecoli inh	AddAB inh	Wnt act	Ecoli viability	MITF TRPM1 HTS
Cc1cc(C)n(CCC(=O)N2CCc3ccccc32)n1	-4	1	-1	-2.3	-12	3.0	2.1	-2	-0.2	-15
CCSc1nc2nn(-c3ccccc3)c(=O)c-2c2n1CCCCC2	-4	19	-19	0.4	-3	4.0	-1.9	.	-1.2	16
O=C(Nc1cccnc1)c1cccc(S(=O)(=O)N2CCCCC2)c1	-1	-3	3	-3.0	4	3.0	6.6	-1	1.4	-6
c1ccc2c(C[C@@H]3CNCCN3CC3CCCCC3)cccc2c1	3	4	-4	-1.8	-12	-0.5	0.8	0	3.6	11
CCSC1=C(C#N)C(c2cccc(O)c2)CC(=O)N1 (stereo not drawn)	.	15	-15	-0.2	-2	0.4	1.6	5	-0.2	.
C(=N\n1cnnc1)/c1ccc(-c2ccccc2)cc1	-1	2	-2	-2.3	3	1.7	0.0	.	0.9	-26
COC(=O)c1cc(CSC(=N)N)ccc1OCCC(C)C	-5	1	-1	-1.3	-4	2.9	3.1	2	-0.3	.
CCCNC(=O)C(Cc1ccc(C(F)(F)P(=O)(OCC)OCC)cc1)NC(=O)c1ccc(C#N)cc1 (stereo not drawn)	0	-32	32	-0.4	7	0.4	-0.2	-1	0.9	8
O=[N+]([O-])c1ccc(Cc2cncc(O)c2)cc1	8	-13	13	0.0	1	-0.1	.	-1	.	-13
O=C(COC(=O)/C=C/c1cccc(Cl)c1)NCCC1=CCCCC1	4	0	0	-0.2	-6	2.3	3.2	-4	-4.0	1
Cc1ccnc2c(N3C(=O)C4C5C=CC(C5)C4C3=O)cccc12 (stereo not drawn)	-4	26	-26	-0.2	-8	1.5	2.5	.	0.5	4
COCCn1c(SCC(=O)c2[nH]c(C)c(C(C)=O)c2C)nc2ccccc21	-1	-44	44	-0.7	1	1.8	-1.1	.	-1.1	-4
O=C(c1ccc(F)cc1)N1CCCC(c2nc(-c3ccncc3)no2)C1 (stereo not drawn)	-8	28	-28	0.0	0	3.9	-0.8	-3	0.2	-2
N#Cc1ccccc1S(=O)(=O)N1CCN(C(=O)CN2CCCSc3ccccc32)CC1	-9	16	-16	-0.8	-3	3.1	-1.6	1	-3.9	-7
C=CCNc1nc(Nc2ccc([N+](=O)[O-])cc2)nc(OC)n1	0	-10	10	-2.7	22	4.5	1.8	6	2.0	13
CC(C)(NC(=O)c1ccccc1)c1nc2ccccc2s1	4	2	-2	0.0	-3	2.5	4.0	2	-1.0	3
CCN(CC)c1ccc(NC(=O)CSC(=O)c2ccccc2)cc1	-2	-1	1	0.0	5	1.6	2.2	5	2.6	9
Cc1nn(Cc2ccc(C(=O)N3c4ccc(F)cc4CCC3C)o2)c(C)c1Br (stereo not drawn)	-3	10	-10	0.7	14	1.7	0.3	.	1.7	-13
COc1cc(OC)nc(NC(=O)CSc2nc3ccccc3[nH]2)n1	-2	4	-4	-3.3	8	1.9	0.6	0	-1.9	-10
COc1ccc(CN2CCNC(=O)C2CC(=O)NCc2csc(C(C)C)n2)c(OC)c1 (stereo not drawn)	.	.	.	.	.	5.1	0.2	-1	-1.4	.
CCN(CC(=O)Nc1c(F)cccc1F)C(=O)c1cnccn1	0	30	-30	-1.4	-3	2.9	0.3	0	1.5	5
CCCCS(=O)(=O)c1sc2nc(C)cc(C)c2c1N	-4	7	-7	-2.3	-4	0.8	2.6	4	0.2	-7
N#Cc1ccccc1NC(=O)CN1CCN(Cc2ccccc2)CC1	7	-3	3	-0.8	7	1.8	-1.2	2	-0.4	1
Cc1nc(Nc2ccc(S(N)(=O)=O)cc2)sc1-c1ccccc1	2	-36	36	-0.4	3	1.4	2.5	-2	0.4	59
Cc1ccsc1C1NC(=O)c2c(sc3c2CCCC3)N1 (stereo not drawn)	-2	-4	4	-1.7	0	.	2.0	.	0.9	52
CC1(C)NC(=O)N(CCOc2ccc3c(c2)CCC3)C1=O	.	-12	12	-0.8	-3	3.1	0.2	.	0.2	5
O=C(CCSc1ccc(Cl)cc1)N1CCN(S(=O)(=O)c2ccccc2)CC1	-2	7	-7	-1.4	12	0.0	4.8	-4	-0.8	-5
COc1ccc([N+](=O)[O-])cc1NC(=O)C(C)OC(=O)C1CC(=O)N(Cc2ccco2)C1 (stereo not drawn)	.	-10	10	-0.3	-10	0.9	0.5	-3	-0.6	-7
O=c1oc2ccc(NS(=O)(=O)c3cccc4cccnc34)cc2s1	.	.	.	-2.4	-11	0.2	1.6	-1	-1.6	-1
COc1ccccc1Nc1nc(-c2sc(NC(=O)CC(C)C)nc2C)cs1	17	-38	38	-3.8	-13	1.9	1.7	-5	-1.3	-2
COc1ccc(C(=O)NC(=O)COC(=O)C2CC2C)cc1 (stereo not drawn)	-3	-7	7	-0.8	7	-0.9	-0.2	2	2.3	4
CCOC(=O)c1c(C)[nH]c(C(=O)N/N=C\c2ccccc2O)c1C	-3	-85	85*	-4.8	7	17*	6.0	0	-3.1	-17
Cn1c(C(=O)O)c(C=O)c2ccccc21	.	15	-15	0.6	4	1.0	0.3	-1	0.1	-10
CC1=C(C(=O)N2CCN(C(=O)c3ccco3)CC2)C2(CCC(C)CC2)OC1=O (stereo not drawn)	.	1	-1	0.3	-3	0.5	7.0	-2	-1.9	-4
O=C1CCC(=O)N1OCCCCOc1ccccc1	2	.	.	-1.7	1	3.4	1.6	-1	0.0	.
COc1ccc(CCN2CN(S(=O)(=O)c3ccccc3)c3nc4ccccc4nc32)cc1	-5	6	-6	-0.4	1	2.3	3.2	.	2.7	5
CCN1C(=O)C(=O)N(CC(=O)NC(C)CCc2ccccc2)C1=O (stereo not drawn)	-3	27	-27	-0.9	-3	-0.3	1.2	-4	0.0	.
Cc1cc(NC(=O)COc2ccc(Cl)cc2Cl)n(CCC#N)n1	0	-22	22	-2.2	-5	1.1	1.9	.	-1.3	56
CCOC(=O)N1CCC(NC(=O)C2=CCN(S(=O)(=O)c3ccc(OC)cc3)CC2)CC1	.	.	.	-0.5	-1	-1.0	0.3	3	1.0	-9
N#Cc1nc(Cc2cccc3ccccc23)oc1NCCCn1ccnc1	0	-15	15	0.2	-4	3.7	4.4	-3	1.4	-14
O=C(c1ccccc1)c1ccc(Cn2cc(-c3ccccc3)nn2)cc1	-5	17	-17	-2.9	-6	3.7	0.1	3	-2.6	29
COc1ccc(CNC(=O)c2ccc(N3CCC4(CC3)CC(c3ccc(Cl)cc3)=NO4)c(NC(=O)c3ccccc3)c2)cc1	-3	-34	34	0.4	-4	-1.2	1.9	-6	0.5	-1
Cc1noc(C)c1S(=O)(=O)N1CCC(C(=O)N2CCN(c3ccc(Cl)cc3)CC2)CC1	4	-2	2	-1.5	-10	-8.1	-0.4	-9	0.5	-6
COc1ccc(S(=O)(=O)N(C)CC(=O)Nc2c(F)cccc2F)cc1	-2	26	-26	-2.9	23	0.2	0.3	.	-1.1	4
Cc1cc(=O)n(CCC(=O)O)c2ccccc12	-1	-19	19	-0.6	5	2.2	-0.3	.	0.6	6
CC1CCCC(C)N1C(=O)CN1C(=O)NC2(CCOc3ccccc32)C1=O (stereo not drawn)	-4	6	-6	-2.1	1	2.9	.	0	.	7
O=Cc1cn(CC(=O)N2CCOCC2)c2ccccc12	0	29	-29	-3.5	-3	1.7	1.5	-1	-0.4	-1
Cc1ccc(C)c(S(=O)(=O)N2CCCOC2CNC(=O)C(=O)NCc2ccc3c(c2)OCO3)c1 (stereo not drawn)	2	-27	28	1.1	11	-0.4	-1.4	4	0.4	-1
CC(=O)NCCC1CCN(c2nc3nonc3nc2N(C)Cc2ccccc2)CC1	3	.	.	-1.0	3	-1.7	0.8	-2	-2.7	-7
CN(Cc1cc(-c2ccccc2)on1)C(=O)c1cc(COc2c(F)cccc2F)on1	-5	7	-7	-1.3	5	1.5	0.4	1	0.8	50
O=C(O)c1ccc(CCCc2ccccc2)cc1	-1	29	-29	-0.2	3	1.4	.	-3	.	3
O=C(CSc1nc2ccccc2c(=O)n1-c1ccc(F)cc1)NC1CCS(=O)(=O)C1 (stereo not drawn)	-5	10	-10	-2.2	4	-0.8	.	-1	.	1
O=C(O)c1ccccc1C(=O)Nc1cc(-c2ccccc2)[nH]n1	-4	28	-28	.	-18	-0.5	-1.1	-3	-0.6	-3
COc1ccccc1/C=C1\Oc2cc(OC(=O)N3CCOCC3)ccc2C1=O	5	7	-7	-0.3	8	0.9	1.9	5	3.4	.
CC(=O)c1cnc(Nc2ccccc2)s1	-3	8	-8	-2.1	-7	3.9	3.5	.	-0.4	7
CSc1ccc(Cl)c(C(=O)OCC(=O)NC2CC2)c1	1	17	-17	-2.0	-3	0.2	-1.3	.	-1.8	9

Filtered by structure, the entries above containing two or more sulfur atoms.
SMILES	CAL PDZ FP-1	SR-BI DiI-HDL act	SR-BI DiI inh	CAL PDZ FP-2	Tat transport	phage Ecoli inh	AddAB inh	Wnt act	Ecoli viability	MITF TRPM1 HTS
N#Cc1ccccc1S(=O)(=O)N1CCN(C(=O)CN2CCCSc3ccccc32)CC1	-9	16	-16	-0.8	-3	3.1	-1.6	1	-3.9	-7
CCCCS(=O)(=O)c1sc2nc(C)cc(C)c2c1N	-4	7	-7	-2.3	-4	0.8	2.6	4	0.2	-7
Cc1nc(Nc2ccc(S(N)(=O)=O)cc2)sc1-c1ccccc1	2	-36	36	-0.4	3	1.4	2.5	-2	0.4	59
Cc1ccsc1C1NC(=O)c2c(sc3c2CCCC3)N1 (stereo not drawn)	-2	-4	4	-1.7	0	.	2.0	.	0.9	52
O=C(CCSc1ccc(Cl)cc1)N1CCN(S(=O)(=O)c2ccccc2)CC1	-2	7	-7	-1.4	12	0.0	4.8	-4	-0.8	-5
O=c1oc2ccc(NS(=O)(=O)c3cccc4cccnc34)cc2s1	.	.	.	-2.4	-11	0.2	1.6	-1	-1.6	-1
COc1ccccc1Nc1nc(-c2sc(NC(=O)CC(C)C)nc2C)cs1	17	-38	38	-3.8	-13	1.9	1.7	-5	-1.3	-2
O=C(CSc1nc2ccccc2c(=O)n1-c1ccc(F)cc1)NC1CCS(=O)(=O)C1 (stereo not drawn)	-5	10	-10	-2.2	4	-0.8	.	-1	.	1
